Screening data: PubChem BioAssay, several laboratories
PLCb3 inh: inhibitors of human phospholipase C beta3; Q01970; Purified PLC-beta3, fluorogenic substrate, fluorescence; inhibition, % at 12.2 µM; 370,000 tested, 0.18% active; AID 720704; in the data active = inhibition above about 11%;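 note: 0% = median of compound wells on plate and 100% = full blocker control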
Target sequence (Q01970 whole entry, looked up): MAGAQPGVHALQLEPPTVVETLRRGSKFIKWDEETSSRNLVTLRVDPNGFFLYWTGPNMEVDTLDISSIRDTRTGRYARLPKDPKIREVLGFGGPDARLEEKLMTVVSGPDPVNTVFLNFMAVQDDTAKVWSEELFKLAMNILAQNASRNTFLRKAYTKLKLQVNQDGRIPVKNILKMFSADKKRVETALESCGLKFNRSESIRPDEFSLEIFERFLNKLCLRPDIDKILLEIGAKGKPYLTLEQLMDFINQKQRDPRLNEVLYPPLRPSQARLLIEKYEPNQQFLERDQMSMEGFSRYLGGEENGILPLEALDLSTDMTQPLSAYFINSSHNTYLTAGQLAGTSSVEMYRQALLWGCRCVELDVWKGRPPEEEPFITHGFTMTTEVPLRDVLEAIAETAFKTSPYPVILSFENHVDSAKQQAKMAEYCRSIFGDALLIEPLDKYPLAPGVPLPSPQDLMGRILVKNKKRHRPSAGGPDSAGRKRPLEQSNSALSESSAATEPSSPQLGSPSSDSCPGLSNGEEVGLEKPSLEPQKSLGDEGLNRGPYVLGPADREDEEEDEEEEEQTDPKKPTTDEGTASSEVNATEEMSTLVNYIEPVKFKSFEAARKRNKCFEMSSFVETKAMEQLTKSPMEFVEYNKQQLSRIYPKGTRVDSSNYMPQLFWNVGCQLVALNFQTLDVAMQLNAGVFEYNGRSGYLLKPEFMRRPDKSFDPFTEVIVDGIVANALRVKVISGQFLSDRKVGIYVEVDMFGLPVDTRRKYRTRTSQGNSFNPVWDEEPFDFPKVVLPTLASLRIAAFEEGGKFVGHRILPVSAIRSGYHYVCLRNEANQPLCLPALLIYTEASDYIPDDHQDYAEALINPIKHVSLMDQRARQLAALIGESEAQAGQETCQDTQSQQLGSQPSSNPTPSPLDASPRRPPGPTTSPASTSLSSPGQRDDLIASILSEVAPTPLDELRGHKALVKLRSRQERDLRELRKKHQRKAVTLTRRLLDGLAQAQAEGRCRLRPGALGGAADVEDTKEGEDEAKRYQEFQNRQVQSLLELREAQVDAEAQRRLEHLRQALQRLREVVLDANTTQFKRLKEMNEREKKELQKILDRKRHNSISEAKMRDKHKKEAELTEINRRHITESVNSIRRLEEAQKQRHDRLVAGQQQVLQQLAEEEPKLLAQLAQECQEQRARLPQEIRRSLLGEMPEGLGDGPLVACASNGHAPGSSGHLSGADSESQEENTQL
SMARCA2 act: activators of SMARCA2 function. activation, % at 9.1 µM. 370,000 tested, 1% active. MG213 cells, MMTV-luciferase reporter, dexamethasone, overnight; in the data active = activation above about 7.8%;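 note: 0% = vehicle wells and 100% = reference activator wells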
NR1D1 modulator: modulators of human Rev-erb alpha DNA binding; Rev-erbα–FITC-DNA binding, fluorescence polarization, 90 min; activity, % at 10 µM; AID 1259318; P20393; 370,000 tested, 0.79% active;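 active = activity above about 14%, limit read from the data; passing the limit was not always enough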;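 note: 0% = DMSO wells with 35 nM protein and 100% = DMSO wells with 750 nM protein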
PLCg1 inh: PLC-gamma1 (human) inhibition, primary screen | inhibition, % at 12.2 µM | purified PLC-gamma1, fluorogenic substrate, fluorescence | 370,000 tested, 0.84% active | P19174; in the data active = inhibition above about 9.5%
DAX1 inh-1: blocks DAX1 repression of SF-1 activated StAR promoter | HEK293T StAR-luciferase reporter, SF-1/DAX-1 repression relief | inhibition, % at 6.8 µM | 370,000 tested, 1.1% active | AID 652010;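 active = inhibition above the mean over all tested compounds plus 3 SD, cut at about 3.6% in these data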;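 note: 0% = DAX-1 cells with DMSO and 100% = cells lacking DAX-1 with DMSO; higher inhibition means more luminescence from relief of DAX-1 repression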
MBD2 DNA inh: MBD2-methylated oligo binding inhibition; Q9UBB5; TR-FRET, MBD2 binding to methylated oligonucleotide; inhibition, % at 4.4 µM; 370,000 tested, 0.31% active; AID 686964; in the data active = inhibition above about 13%
ADAM17 inh: ADAM17 inhibition, QFRET primary screen. recombinant ADAM17, EDANS/DABCYL FRET peptide cleavage. inhibition, % at 6.95 µM. 370,000 tested, 0.83% active;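 active = inhibition above the mean of compounds lying between control limits plus 3 SD, set per campaign, cut at about 8.5% in these data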;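 note: 0% = DMSO-only wells as the low control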
ssDAF-12 act: activates DAF-12 receptor from parasite S. stercoralis. HEK293 ssDAF-12/GRIP1 lit1-tk-luc reporter, luminescence; % of 3 µM dafachronic acid response. activation, % at 6.8 µM. 370,000 tested, 1% active. AID 652126;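 active = activation above the mean over all tested compounds plus 3 SD, cut at about 0.9% in these data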;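 note: 0% = DMSO-only wells and 100% = 3 µM delta7-dafachronic acid wells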
DAX1 inh-2: inhibitors of human orphan nuclear receptor DAX1 (NR0B1) | P51843 | 340,000 tested, 0.99% active | inhibition, % at 6.75 µM | HEK293 Gal4-DAX1 luciferase reporter, luminescence | AID 504766;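 active = inhibition above the mean over all tested compounds plus 3 SD, cut at about 4.2% in these data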;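 note: 0% = DAX1-transfected cells with DMSO and 100% = empty-vector control cells with DMSO; inhibition shows as a rise in luminescence from relieved DAX1 repression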
hcDAF-12 act: activates DAF-12 receptor from parasite H. contortus | 370,000 tested, 1.4% active | AID 652067 | activation, % at 6.8 µM | HEK293 hcDAF-12 lit1-tk-luc reporter, luminescence; 0% DMSO, 100% Δ7-dafachronic acid;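 active = activation above the mean of all tested compounds plus 3 SD, cut at about 5.5% in these data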;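 note: 100% = response to 3 µM Δ7-dafachronic acid high control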
hgDAF12 agonist: activates the H. glycines DAF-12 receptor ligand-binding domain | HEK293 GAL4-hgDAF12 UAS-luciferase reporter, agonist luminescence; normalized to butyrate control | activation, % at 6.8 µM | 370,000 tested, 1.8% active | AID 687014;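 active = activation above a cutoff set at the mean of all screened compounds plus 3 SD, cut at about 10% in these data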;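 note: 0% = DMSO wells and 100% = sodium butyrate wells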
* hit, by the source's call; . = not tested or not shown.

SMILES	PLCb3 inh	SMARCA2 act	NR1D1 modulator	PLCg1 inh	DAX1 inh-1	MBD2 DNA inh	ADAM17 inh	ssDAF-12 act	DAX1 inh-2	hcDAF-12 act	hgDAF12 agonist
Cc1cc(C)cc(NC(=O)Cn2nnc(C(=O)NCc3ccccc3Cl)c2N)c1	-7	-1	0	5	-1.2	1	1	-1.8	0.3	0.1	0.6
CCN1CCN(CCCNC(=O)c2cc3c(=O)[nH]c4ccccc4c3s2)CC1	-121	2	1	-81	0.8	1	-163	-1.1	0.3	-0.3	2.9
O=C(/C=C/c1ccco1)NC(=S)Nc1cccc(-c2nc3ccccc3s2)c1	-27	0	-1	-22	0.2	-2	-7	-0.5	0.7	5.2	3.0
CN(c1ccc(OCC(=O)N2CCOCC2)cc1)S(=O)(=O)c1ccc(Cl)cc1	-6	-2	1	3	-0.2	-5	0	-1.4	-1.9	1.0	0.3
CC1CCCN(C(=O)COC(=O)CNC(=O)c2sc3ccccc3c2Cl)C1 (stereo unspecified)	-6	-1	-5	-1	-0.8	-8	-2	-1.1	-0.6	1.0	-0.9
CS(=O)(=O)c1ccc(C(=O)Nc2nc(-c3ccco3)c(-c3ccco3)s2)cc1	-15	-2	-27	7	-1.3	41*	1	-1.5	1.1	0.6	-1.4
C[C@@H]1CN([C@H](C)CO)C(=O)CCCn2nncc2CO[C@H]1CN(C)Cc1cccc(C(F)(F)F)c1	2	1	0	-2	0.1	2	-4	-1.3	0.6	-1.1	0.9
COc1cc(CCNc2ccc3nnc(-c4ccccc4)n3n2)cc(OC)c1OC	-8	-1	-2	-4	-2.9	4	-2	-1.7	-1.0	-2.5	-2.3
CCOC(=O)C1(CCOc2ccccc2)CCN(C(=O)c2cncs2)CC1	4	-4	3	8	0.4	-3	-1	-1.1	-0.5	-1.0	0.3
O=C(O)C(CCc1ccccn1)c1ccccc1 (stereo unspecified)	3	1	-5	2	0.5	-4	-5	-1.1	1.0	-0.3	-2.4
Cc1cccc(NC(=O)CC2C(=O)NCCN2C(=O)Nc2ccc(Cl)cc2)c1 (stereo unspecified)	-5	-1	-7	1	-1.8	2	1	-1.6	0.0	-2.1	-0.1
C/C=C/C=C\C(=O)Nc1cccc(C2=NOC3(C2)C[C@@H](C(N)=O)N(C(=O)c2cc([N+](=O)[O-])cc([N+](=O)[O-])c2C)C3)c1 (stereo partly specified)	2	1	4	-1	-0.3	0	3	-0.7	0.3	0.9	2.4
COc1ccccc1-c1cc(C(=O)Nc2ccccc2SC)no1	1	0	0	1	-0.4	-6	-2	-1.4	0.0	-0.9	1.8
O=C(CN1CCN(Cc2ccc(F)cc2Cl)C1=O)NCCc1ccc(Cl)cc1	2	-3	5	0	0.4	-3	5	-1.8	2.2	-1.1	-3.5
Cc1ccccc1NC(=O)c1ccco1	-5	1	4	2	-0.8	2	0	-1.2	-0.2	-1.8	1.8
CC1CCCN(C(=O)C23CCC(C)(C(=O)C2)C3(C)C)C1 (stereo unspecified)	11*	-1	-6	5	1.1	2	6	-1.4	-0.3	-2.0	-0.9
CC/C(=N\NC(=O)CSc1ncccn1)c1ccc2c(c1)OCCO2	-73	-2	-4	-1	0.8	1	-2	-1.7	-0.4	-4.1	2.6
CCNC(=O)c1cccc(NC(=O)c2cc(C3CC3)nc3c2cnn3C(C)C)c1	-6	0	-3	-6	-3.2	0	1	-1.7	-0.6	-3.0	-2.2
CCOC(=O)c1c(NC(=O)CSc2nnc(C)c(=O)[nH]2)sc2c1CCCC2	-4	4	-2	-1	0.0	8	1	-1.1	-0.6	-1.7	1.1
CCc1ccc(OCCNC(=O)c2ccccc2SCc2ccccc2)cc1	-4	-3	8	-4	-0.9	-5	6	-1.8	-2.7	-1.6	-6.7
C=CCn1c(O)c(C2=c3ccccc3=NC2=O)s/c1=N/c1nccs1	-4	1	-5	-1	-0.2	-1	-1	-0.7	-0.3	4.1	1.6
C[C@@H]1ON(C)[C@H]2C[C@H]3c4[nH]c5c(-c6ccc(C(F)(F)F)cc6)cccc5c4CCN3C(=O)[C@@H]12	-23	-5	-5	-18	-0.1	-4	-4	0.2	.	1.9	2.1
CN(Cc1cccs1)C(=O)CCNS(=O)(=O)c1ccc(Br)cc1	-5	2	-3	0	-1.3	2	-1	-0.3	0.3	-0.6	1.2
[O-]/[N+](=C/c1ccccc1)c1ccccc1	6	0	2	5	-0.3	-9	3	0.2	0.5	0.2	1.8
Cc1cccc(C)c1NC(=O)C(CCc1ccccc1)N1CCN(C)CC1 (stereo unspecified)	1	-2	0	1	-0.1	2	-7	-0.4	.	-0.6	3.9

More entries:
SMILES	PLCb3 inh	SMARCA2 act	NR1D1 modulator	PLCg1 inh	DAX1 inh-1	MBD2 DNA inh	ADAM17 inh	ssDAF-12 act	DAX1 inh-2	hcDAF-12 act	hgDAF12 agonist
O=C(NC1CCCCC1)N1CCSC1=Nc1ccccc1	2	-4	-6	1	-1.1	3	1	-1.6	-1.8	-1.4	-1.9
CCCn1c(=S)[nH]c2cc(C(=O)N(CCO)Cc3ccccc3)ccc2c1=O	-3	3	6	2	-0.1	-7	1	-1.2	0.5	1.1	-0.9
NS(=O)(=O)c1ccc(CCNc2ccc(C(F)(F)F)cn2)cc1	-9	-2	-2	-5	-0.5	-2	-3	-1.3	0.4	-0.3	-0.4
COc1ccc(C(=O)O)cc1NCc1cccnc1	-4	-3	-1	-3	0.3	-3	-3	-1.0	0.3	-0.2	3.2
Brc1ccsc1/C=N/Nc1ccccc1	-4	1	3	2	0.5	-1	-2	-0.4	0.4	1.8	5.3
O=C(CSc1nncs1)Nc1ccc2c(c1)OCO2	-3	1	7	0	1.0	0	0	-1.2	0.9	-0.4	1.0
Cc1cccc(-n2c(Cc3cc(=O)[nH]c(=O)[nH]3)nnc2SCC(=O)Nc2cccc(C(F)(F)F)c2)c1	3	1	-3	3	-0.8	7	-8	-0.8	3.1	-0.6	0.6
S=C(Nc1cccc(Cl)c1)NC1CC2CCCC(C1)N2C1CCCC1 (stereo unspecified)	1	1	-5	3	-0.4	0	0	-1.5	-1.3	0.2	-2.8
COc1ccc(CCNC(=O)Cc2c(Cl)cccc2Cl)cc1	-2	-1	1	3	-0.2	-4	-1	-1.4	0.0	-2.5	0.2
O=C(CSc1nc2ccccc2s1)N1c2ccccc2Sc2ccc(C(F)(F)F)cc21	1	-3	0	-1	-1.1	-3	4	-0.9	-0.7	-1.0	-1.8
COc1ccccc1CNC(=O)C1CCC(CNS(=O)(=O)c2ccccc2)CC1 (stereo unspecified)	-6	-1	4	3	-0.4	0	0	-0.5	0.8	-0.7	-1.0
CCOC(=O)CSC1=C(C#N)C(c2ccccc2F)C(C(C)=O)=C(C)N1 (stereo unspecified)	-12	0	-3	-11	-0.9	-2	0	-0.9	-1.0	0.4	-0.9
COc1ccc(-c2ccc(C(=O)N3CCOCC3)c3occc23)c(C)c1	-1	-1	2	2	-2.2	0	-6	-2.0	.	-4.5	-3.6
COc1ccc(N2C(=O)CC(c3ccc(OC(C)C)cc3)C2=O)cc1 (stereo unspecified)	2	-3	-9	1	1.0	0	1	-1.5	-0.4	-1.2	-1.1
Cc1nnc(SCC(=O)Nc2nsc(-c3ccc(Cl)cc3)n2)s1	-12	-3	-10	-12	-0.6	1	-4	-1.4	1.8	-1.7	-1.8
CC[N+]1(C)CCC(=C2c3ccccc3CC(=O)c3sccc32)CC1 (stereo unspecified)	1	0	-2	2	-0.3	-3	-2	-0.2	1.3	0.3	-0.9
CC(CCc1ccco1)NC(=O)CSc1cc(=O)n(C)c2ccccc12 (stereo unspecified)	-4	-1	-4	-3	-0.9	-5	-6	-1.1	0.1	-3.5	-0.3
CC(c1ccc(Cl)cc1)n1c(-c2ccc3ccccc3n2)n[nH]c1=S (stereo unspecified)	-34	0	-6	-24	-0.1	1	2	-1.3	0.3	4.5	-2.2
CCC/C(C)=N/NC(=O)c1ccccc1O	-10	1	-1	-13	0.6	1	-3	0.1	-0.6	3.6	8.4
CCc1nc2oc3ccccc3c(=O)c2c(=O)n1-c1ccccc1	-1	0	-2	-2	2.2	2	-4	1.2*	3.2	8.8*	13*
COc1ccc(NC(=O)Cn2nnc(-c3ccccc3NC(=O)C3CC3)n2)cc1	2	-2	-4	-2	-1.2	3	0	-1.4	-1.6	-3.3	-1.0
O=C(c1cnn(-c2ccccc2)c1)c1ccccc1O	-1	1	-3	0	6.1*	3	0	0.7	0.4	7.9*	23*
CCOC(=O)C1(Cc2cccc(F)c2)CCN(Cc2ccc(COC)o2)CC1	-6	-3	-3	2	-0.6	-1	0	-2.3	-0.6	-2.2	-3.0
C=CCC1(NC(C)c2ccccc2)CCCCC1 (stereo unspecified)	1	-4	-4	1	0.0	0	-1	-0.8	-1.2	-0.9	1.6
COc1ccccc1NC(=O)C1CCCCC1	0	-3	-3	0	-0.7	-5	-4	-0.9	-0.3	-0.2	-0.2

Structures from the list above containing bromine:
SMILES	PLCb3 inh	SMARCA2 act	NR1D1 modulator	PLCg1 inh	DAX1 inh-1	MBD2 DNA inh	ADAM17 inh	ssDAF-12 act	DAX1 inh-2	hcDAF-12 act	hgDAF12 agonist
CN(Cc1cccs1)C(=O)CCNS(=O)(=O)c1ccc(Br)cc1	-5	2	-3	0	-1.3	2	-1	-0.3	0.3	-0.6	1.2
Brc1ccsc1/C=N/Nc1ccccc1	-4	1	3	2	0.5	-1	-2	-0.4	0.4	1.8	5.3

(continued)
SMILES	PLCb3 inh	SMARCA2 act	NR1D1 modulator	PLCg1 inh	DAX1 inh-1	MBD2 DNA inh	ADAM17 inh	ssDAF-12 act	DAX1 inh-2	hcDAF-12 act	hgDAF12 agonist
COc1ccc(N2C(=O)CSC2c2ccc([N+](=O)[O-])cc2)cc1 (stereo unspecified)	-3	-1	-4	3	-0.1	-2	-4	-1.6	0.3	0.5	-0.2
COc1ccccc1NC(=O)c1ccc(-n2cccn2)nc1	-1	-1	1	-1	0.1	8	-6	-1.2	0.4	-2.0	-1.5
CC(C)c1ccc(NC2CCCN(C(=O)c3cc(C(C)C)[nH]n3)C2)cc1 (stereo unspecified)	6	1	1	5	-0.9	-1	2	-1.2	-0.1	0.7	-1.9
CCN1C(=O)N[C@@H]2C[C@H](C(=O)N3CCCC3)[C@H](C)[C@H](c3ccccc3)C[C@@H]21	-4	-2	-1	0	0.7	-3	-4	-1.2	.	0.2	5.4
Cc1ccc(NC(=O)c2nc[nH]c2C(=O)NCC(=O)OC(C)(C)C)cc1	2	2	-3	1	0.2	-7	5	-1.3	0.3	-1.1	-0.4
Cc1cccc(NC(=S)NN2CCN(C)CC2)c1C	6	-3	-2	0	-0.2	-1	2	-0.5	0.6	-1.5	-0.2
Cn1nnnc1SCC(=O)NCc1cccc(C(=O)O)c1	3	3	-2	3	0.7	0	-1	-1.2	-0.3	-0.9	0.2
Cc1ccc(C)c(OCc2cc(C(=O)N(C)Cc3nccn3C)no2)c1	-12	0	-1	-3	-0.1	4	-4	-1.1	1.6	0.8	1.9
O=C(CSc1nc(-c2ccc(F)cc2)nc2ccc(F)cc12)Nc1cccc(C(=O)O)c1	2	-4	2	7	1.8	-10	2	-0.3	0.0	2.2	-0.8
